# CCT modulator: cytosolic chaperonin activity modulation; activity change, % (test concentration not listed), hits read low; purified chaperonin ATPase assay, HTRF ADP detection, 30 min; 360,000 tested, 0.3% active; AID 651819; in the data active means activity change below about -30%; further: on the % scale 0 is the no-effect control and ±100 the full control effect
#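 TRiC (40 or 20 nM final, by batch activity) in 30 mM Tris pH 7.4, 100 mM KCl, 5 mM MgCl2, 1 mM DTT was treated with compound at 76 uM single dose, then 10 uM ATP, 30 min at 37 °C. ADP was read by HTRF Transcreener.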
# EPAC2 agonist: agonists of human EPAC2 (RAPGEF4); Q8WZA2; 360,000 tested, 0.079% active; EPAC2 activation, biochemical qHTS; response scale: 100% = 6.5 mM cAMP response; Potency, µM (top dose mostly 154 µM), for the others: top-dose activation, usual class: activators; further: potency means the concentration at half of the fitted maximal effect; nearly all actives have a fitted effect of over 50% in size
# Target sequence (Q8WZA2 whole entry, looked up): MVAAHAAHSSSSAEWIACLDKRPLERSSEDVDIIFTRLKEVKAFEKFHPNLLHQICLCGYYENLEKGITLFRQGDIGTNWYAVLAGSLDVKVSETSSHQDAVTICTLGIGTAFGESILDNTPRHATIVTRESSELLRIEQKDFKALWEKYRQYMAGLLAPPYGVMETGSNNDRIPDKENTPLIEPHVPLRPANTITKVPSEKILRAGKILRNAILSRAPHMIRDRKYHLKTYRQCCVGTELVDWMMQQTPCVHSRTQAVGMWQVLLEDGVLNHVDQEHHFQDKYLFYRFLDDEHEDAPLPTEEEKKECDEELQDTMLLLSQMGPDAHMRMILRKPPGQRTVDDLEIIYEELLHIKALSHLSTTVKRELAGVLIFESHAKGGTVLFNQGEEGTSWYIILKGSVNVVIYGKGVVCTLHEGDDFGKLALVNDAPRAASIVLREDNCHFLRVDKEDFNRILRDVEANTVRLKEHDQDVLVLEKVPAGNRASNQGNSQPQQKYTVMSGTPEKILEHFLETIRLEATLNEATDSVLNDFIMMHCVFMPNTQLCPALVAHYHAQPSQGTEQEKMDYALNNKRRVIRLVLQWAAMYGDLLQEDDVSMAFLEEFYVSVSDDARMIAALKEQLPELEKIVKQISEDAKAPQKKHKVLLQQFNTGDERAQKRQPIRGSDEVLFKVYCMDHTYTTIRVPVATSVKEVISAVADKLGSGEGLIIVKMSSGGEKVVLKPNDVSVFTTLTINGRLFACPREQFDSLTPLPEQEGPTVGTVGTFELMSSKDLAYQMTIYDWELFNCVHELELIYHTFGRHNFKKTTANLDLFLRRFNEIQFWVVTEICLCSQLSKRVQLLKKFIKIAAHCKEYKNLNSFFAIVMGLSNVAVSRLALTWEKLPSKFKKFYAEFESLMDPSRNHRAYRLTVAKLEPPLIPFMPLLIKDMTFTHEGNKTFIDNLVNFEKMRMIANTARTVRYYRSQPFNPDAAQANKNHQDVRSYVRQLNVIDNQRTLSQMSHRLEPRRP
#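 Guanine nucleotide exchange by EPAC2 is measured as reduced fluorescence of BODIPY-GDP once it is released from 250 nM Rap1B. Plates are read kinetically for 30 min at room temperature; results are scaled to 6.5 mM cAMP.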
# EPAC2 antagonist: blocks human EPAC2 exchange factor; EPAC2 GEF exchange of Rap1B-BODIPY-GDP, fluorescence; Potency, µM (titrated, usually from 114 µM), for inactives: at the top dose activity, negative = inhibition, usual class: inhibitors; 360,000 tested, 0.18% active; further: potency means the concentration at half of the fitted maximal effect; on the % scale 0 is the no-effect control and ±100 the full control effect; nearly all actives have a fitted effect of over 45% in size; many of its hits are not listed in these tables
# Nrf2 activator: activates Nrf2 signaling. Potency, µM (top dose mostly 46.1 µM), for the others: at the top dose activation, hits mostly activators. 410,000 tested, 0.31% active. AREc32 ARE-luciferase reporter (MCF7-derived line), luminescence, 24 h. AID 624171; further: potency means the concentration at half of the fitted maximal effect; % of control where 0% means no effect; nearly all actives have a fitted effect of over 65% in size
#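 AREc32 cells carrying an ARE-driven firefly luciferase reporter were seeded at 1000 cells/well in OPTI-MEM with 5% FBS, then exposed to compound for 24 hr at 37 deg C. Luminescence was read with Steady-Glo after 30 min at RT.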
# Akt phos inh: inhibitors of Akt phosphorylation; 360,000 tested, 0.32% active; Neuro2A IGF-stimulated pAkt S473 HTRF, 20 min; hits give low values; activity change, % for hits at 50 µM; in the data active means activity change below about -80%; inconclusive means mostly about -51% to -80%; further: on the % scale 0 is the no-effect control and ±100 the full control effect
#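 Neuro2A cells in DMEM with 0.5% FBS, overnight at 37 deg C, given compound at single 50 µM final, then IGF (6 nM final) for 20 min at 37 deg C. Lysed; phospho-Akt Ser473 by HTRF after 24 h, 665/615 ratio.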
# A549 viability: kills or reduces viability of A549 cells in Nrf2 counter-screen; AID 504648; Potency, µM (highest dose often 46 µM), without a hit: at the highest dose activity change, negative = cytotoxicity, hits mostly inhibitors; A549 ARE-Fluc cells, CellTiter-Fluor viability, 18-24 h; 390,000 tested, 0.16% active; further: potency means the concentration at half of the fitted maximal effect; on the % scale 0 is the no-effect control and ±100 the full control effect
#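 A549 ARE_Fluc cells in 5% FBS OPTI-MEM were exposed to compounds in concentration-response for 18-24 h at 37 deg C. Viability was read by CellTiter-Fluor fluorescence (Ex 405/Em 525) after 30 min, before the luciferase read.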
# TGFb inhibitor: inhibitors of TGF-b signaling | HepG2 CAGA-GFP TGF-b/SMAD3 reporter, GFP fluorescence, 18 h; TGF-beta stimulated, 500 pg/mL final | Potency, µM (series often up to 46.1 µM), for the others: top-dose activity, negative = inhibition, actives largely listed as inhibitors | 410,000 tested, 1.2% active | AID 588855; further: potency means the concentration at half of the fitted maximal effect; on the % scale 0 is the no-effect control and ±100 the full control effect; nearly all actives have a fitted effect of over 65% in size
#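 Inhibition was scored as loss of TGF-beta-induced (500 pg/mL final, 18 hours, 37 degrees C) GFP in HEPG2 cells carrying a CAGA-GFP reporter, in DMEM with 1% FBS. Well GFP was summed per cell; Activity was normalised to unstimulated and stimulated DMSO wells, then concentration-response fitting.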
# Mm-Cpn inhibitor: inhibitors of Methanococcus maripaludis chaperonin (MmCpn); Potency, µM (doses to about 76.9 µM), without a hit: at the highest dose activity, negative = inhibition, hits mostly inhibitors; 330,000 tested, 0.031% active; purified Mm-Cpn ATPase, ADP Transcreener TR-FRET; further: potency means the concentration at half of the fitted maximal effect; on the % scale 0 is the no-effect control and ±100 the full control effect; nearly all actives have a fitted effect of over 80% in size
#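 ATPase turnover read by TR-FRET ADP competition (Eu cryptate antibody/ADP-d2, 665/590 nm): 10uM ATP final, 25nM Mm-CPN final, 30 min 37degC after 10-min compound preincubation, pH 7.4 Tris/KCl/MgCl2/DTT buffer.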
# Nrf2 inh: Nrf2 pathway inhibition; A549 ARE-Fluc reporter, luciferase luminescence, 18-24 h; Potency, µM (top dose mostly 46 µM), without a hit: top-dose activity change, negative = inhibition, actives largely listed as inhibitors; 360,000 tested, 2.1% active; AID 504444; further: potency means the concentration at half of the fitted maximal effect; on the % scale 0 is the no-effect control and ±100 the full control effect; nearly all actives have a fitted effect of over 60% in size
#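 Two sequential reads on A549 ARE_Fluc cells exposed to compound for 18-24 h: a CellTiter-Fluor fluorescence read for viability, then a luciferase luminescence read for Nrf2/ARE activity.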
# * hit, by the source's call; i = inactive; ? = inconclusive; · = not tested or not shown; [ ] = another dose, or the depositor's remark. Unless noted, the call rests on the fitted dose curve; in most records, active means well fitted curve in the direction sought with a large enough effect; inconclusive means small, poorly fitted or top-dose-only effect, or another doubt; inactive means no such curve, though single readings can be large; an effect the other way counts as inactive or inconclusive.
compound,Mm-Cpn inhibitor,Akt phos inh,EPAC2 agonist,EPAC2 antagonist,TGFb inhibitor,Nrf2 inh,Nrf2 activator,CCT modulator,A549 viability
Cc1nn(C)cc1CN1CCCC(C(=O)c2ccc(-c3ccccc3)c(F)c2)C1 (stereo not given),1%,i,0%,-2%,-10%,2%,5.3%,-3.4,-1%
Oc1c(/C=N/Nc2cccc3cccnc23)ccc2ccccc12,2%,i,4%,-3%,?,?,?,2.9,-15%
CCCn1c(=O)c(C(=O)NCCc2ccc(OC)cc2)c(O)c2ccccc21,-4%,i,11%,?,-15%,-21%,-1.2%,0.7,24%
Cc1ccnc(NS(=O)(=O)c2ccc(N3C(=O)C4CCCCC4C3=O)cc2)n1 (stereo not given),-1%,i,9%,-1%,-15%,-9%,-0.4%,-6.1,-2%
FC(F)(F)c1ccc(Sc2nnc(-c3cccs3)n2CC2CCCO2)nc1 (stereo not given),0%,i,-4%,8%,-7%,17%,13%,-1.9,-2%
CCCn1c(=O)c(-c2ccccc2)c(O)c2ccccc21,-1%,i,4%,2%,-11%,-7%,0.2%,-0.9,-14%
CCCCCSc1nnc(C)c(=O)[nH]1,1%,i,1%,16%,-9%,·,-1.7%,1.3,-2%
COc1cccc(NC(=O)CCC(=O)NCc2ccco2)c1,-5%,i,-4%,6%,-16%,0%,2.8%,-1.2,0%
CC(=O)c1ccc(N2CCN(Cc3nc(Cc4ccccc4)no3)CC2)cc1,1%,i,1%,-1%,-26%,?,3.3%,-0.5,2%
CC(C)(C)OC(=O)C[C@H]1C/C=C\C[C@H](CC(=O)NCCO)C(=O)N[C@@H](Cc2ccccc2)COC1=O,1%,i,1%,-4%,13%,8%,0.3%,2.4,-5%
Cc1ccc(NC(=O)c2ccc(C(C)(C)C)cc2)cc1[N+](=O)[O-],1%,i,2%,-1%,10%,?,-0.5%,0.8,-3%
O=C(NCCCCc1ccccc1)Nc1ccc(F)cc1F,-2%,i,2%,-5%,-8%,1%,0.4%,-2.2,2%
CC(=O)NCCNC(=O)CCCn1c(=O)[nH]c2ccsc2c1=O,·,·,·,·,1%,-1%[9.27 µM],-0.3%,·,-1%
Cc1noc(C)c1S(=O)(=O)N1CCC(C(=O)N2CCC(C)CC2)CC1,0%,i,8%,15%,-19%,18%,-0.6%,3.9,3%
COc1ccccc1-c1cc(NC(C)=O)c2ncc(-c3ccccc3)n2c1,·,i,11%,-3%,?,·,17%,-5.6,·
CCN(CC)S(=O)(=O)c1cc(C(=O)OC)ccc1Cl,2%,i,-2%,3%,0%,?,0.7%,-3.3,-1%
CCCCNC(=O)O[C@H]1C[C@@H]2CCN3C(=O)CCC(C)(C)[C@H](C1)[C@H]23,-1%,i,5%,12%,-2%,-4%,1.6%,1.1,-2%
O=C1C2=C(NC(=S)NC2c2ccc(Cl)cc2)NC(c2ccc(Cl)cc2)N1c1ccc(Cl)cc1 (stereo not given),-10%,?,0%,-16%,?,?,6.0%,-1.1,?
COc1ccc(Cc2nnc(NC(=O)c3cccc(F)c3)s2)cc1OC,-5%,i,7%,0%,-1%,-7%,3.6%,-0.7,4%
CCN(CC)c1ccc2cc(NC(=O)CCC(=O)O)c(=O)oc2c1,-12%,i,27%,33%[activator],12%,12µM*,-2.4%,-0.2,?
COc1ccc(C2(CNC(=O)C(=O)Nc3ccc(C)cc3)CCOCC2)cc1,0%,i,2%,-2%,9%,-12%,2.7%,-1.0,-1%
Cc1ccc(CN(C(=O)c2cc(=O)c3cc(C)cc(C)c3o2)C2CCS(=O)(=O)C2)cc1 (stereo not given),1%,i,6%,-14%,8%,?,0.6%,0.6,-20%
COc1ccc(CCNC(=O)C(CC(C)C)N2Cc3ccccc3C2=O)c(OC)c1OC (stereo not given),·,·,·,·,4%,25%,2.8%,·,-6%
Cc1ccc(Cl)cc1NS(=O)(=O)c1cc2[nH]c(=O)c(=O)[nH]c2cc1C,4%,i,8%,-23%,-12%,-4%,-0.7%,1.5,20%
CC(=O)c1c(C)[nH]c(C(=O)CN2C(=O)NC(C)(c3ccc(C)cc3)C2=O)c1C (stereo not given),0%,i,6%,-10%,12%,-11%,3.3%,0.7,17%

# 2 entries from above, with two lines to a compound:
# Fields – Mm-Cpn inhibitor, Akt phos inh, EPAC2 agonist, EPAC2 antagonist, TGFb inhibitor, Nrf2 inh, Nrf2 activator, CCT modulator, A549 viability
Cc1ccc(NC(=O)c2ccc(C(C)(C)C)cc2)cc1[N+](=O)[O-]
    1%, i, 2%, -1%, 10%, ?, -0.5%, 0.8, -3%
O=C(NCCCCc1ccccc1)Nc1ccc(F)cc1F
    -2%, i, 2%, -5%, -8%, 1%, 0.4%, -2.2, 2%

# Next section:
compound,Mm-Cpn inhibitor,Akt phos inh,EPAC2 agonist,EPAC2 antagonist,TGFb inhibitor,Nrf2 inh,Nrf2 activator,CCT modulator,A549 viability
C/C(=N/OCc1ccc(Br)cc1)c1ccccn1,1%,i,2%,-1%,-14%,?,0.6%,0.3,-5%
O=C(NN1C(=O)/C(=C/c2ccc(O)cc2)SC1=S)c1cccc(O)c1,-3%,i,30%,0%,51%[activator],-8%,8.6%,-2.0,?
Cc1ccc(CN2C(=O)C(C)(C)Oc3ccc(C(=O)N4CCCCC4)cc32)cc1,-1%,i,-9%,-8%,-10%,-17%,-1.0%,-2.1,-29%
Cc1c(C=O)c2ccccn2c1C(=O)c1ccc(F)cc1,?,i,0%,-14%,-4%,-7%,0.3%,-1.5,-3%
Cc1ccc(NC(=S)Nc2ccc(S(=O)(=O)Nc3ncccn3)cc2)c(C)c1,-4%,i,4%,12%,10%,?,-0.3%,-2.5,2%
COc1ccc(NC(=O)CSc2nc(N)c(NC(=O)c3ccccc3F)c(=O)[nH]2)cc1,2%,i,5%,3%,1%,10%,0.4%,-0.9,1%
O=C(CSc1ccc2c(c1)OCCO2)Nc1ncccc1O,-7%,i,-2%,-11%,2%,3%,0.5%,0.7,0%
O=C(O)C(=Cc1cccc([N+](=O)[O-])c1)c1ccc(Cl)cc1,·,i,2%,-6%,22%,-5%,-0.1%,-1.3,0%
O=C(NNS(=O)(=O)c1ccc2ccccc2c1)c1cc(-c2ccccn2)nc2ccccc12,2%,i,6%,?,-13%,?,5.7%,1.7,-16%
COc1ccc(OCCOc2ccc(C)nc2[N+](=O)[O-])cc1,2%,i,7%,5%,11%,?,3.2%,0.1,-4%
O=C(Nc1cccc(C(=O)N2CCCC2)c1)C1CCC1,·,i,12%,11%,11%,-10%,0.4%,-3.7,2%
O=C(O)c1cc(-c2cccs2)nn1-c1ccc(F)cc1,-21%,i,6%,1%,6%,22%,-0.4%,-0.8,-7%
CCCOc1ccc(C2=NNC(c3cccs3)=Nc3ccc(OC)cc32)cc1,2%,-125%*,-4%,-1%,-2%,?,3.6%,-0.5,-8%
CC(C)C[C@H]1CNC(=O)C(=O)N1C[C@@H]1CCCN1C[C@H](Cc1ccc(O)cc1)N1C[C@H](Cc2ccccc2)N(CC2CCCCC2)C(=O)C1=O,·,i,2%,?,·,·,6.2%,-0.7,·
CCOC(=O)c1c(NC(=O)CSc2cn(CCNC(=O)c3c(F)cccc3F)c3ccccc23)sc2c1CCCC2,·,·,·,·,0%,-11%,-0.5%,·,3%
Cc1ccc(C(=O)Nc2cccc(C(F)(F)F)c2)cc1Nc1ncnc2nc[nH]c12,-2%,i,4%,5%,2%,·,4.6%,-2.8,·
COC(=O)C1C(c2ccccc2)C(C(=O)N2CCOCC2)C1c1ccccc1 (stereo not given),-1%,i,3%,8%,-11%,10%,-0.1%,0.9,-4%
COC(=O)c1ccc2nc(-c3ccc(F)cc3)c(Cc3ccccc3C(F)(F)F)n2c1,·,i,-2%,-23%,·,·,0.6%,-0.2,·
CCOc1ccc(N(C)S(=O)(=O)c2ccc(C)c(C(=O)Nc3nnc(C4CC4)s3)c2)cc1,1%,i,12%,11%,3%,-26%,-0.2%,1.7,27%
CC1Sc2ccc(S(=O)(=O)N3CCC(C(=O)N4CCN(C)CC4)CC3)cc2NC1=O (stereo not given),3%,i,11%,7%,-6%,7%,-0.1%,0.7,20%
CC1=C(C(=O)N2CCCCCC2)CC(CC(=O)NCCN2CCOCC2)C(=O)N1Cc1ccc(C(C)(C)C)cc1 (stereo not given),·,i,-3%,-1%,·,·,0.7%,-3.1,·
CCS(=O)(=O)n1nc(-c2ccco2)nc1NCc1ccc(C(C)C)cc1,·,·,·,·,?,26%,-0.3%,·,-5%
O=C1CC(c2nc3ccccc3n2Cc2c(F)cccc2Cl)CN1c1cccc(C(F)(F)F)c1 (stereo not given),·,·,·,·,8%,-25%,-1.3%,·,-12%
CCC(C)NC(=O)CN(c1cc(C)ccc1OC)S(C)(=O)=O (stereo not given),0%,i,13%,0%,0%,6%,-0.2%,-3.5,1%
c1ccc(-c2noc(C3CCC3)n2)nc1,2%,i,8%,15%,-3%,0%,-0.7%,3.9,2%
Cc1ccnc(NC(=O)c2cc(-c3ccc(Cl)s3)nc3ccccc23)c1,-4%,i,-4%,13%,-19%,-21%,2.7%,0.2,-3%
CCN(CC(=O)Nc1ccccc1OC)C(=O)/C=C/c1cccs1,0%,i,14%,-3%,0%,2%,3.6%,-1.3,-3%

# High-throughput results deposited in PubChem BioAssay by National Center for Advancing Translational Sciences (NCATS).

# This is a subset; rates above refer to the full screens.
